From PubChem BioAssay
Cav32 inh: Cav3.2 calcium influx blockers – cell-based, Fluo-4 calcium fluorescence, FDSS, MLSMR library, primary screen; Voltage-dependent T-type calcium channel subunit alpha-1H (Homo sapiens), O95180; Cav3.2-expressing cells; stronger effect = lower value; B-score at 10 µM; 100,000 compounds, 4% hits; AID 449739, 2010;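 active = single-dose well whose peak fluorescence ratio is a statistical outlier from its plate by either plate-standardised score or position-corrected B-score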
Starred values were filed as active, the others as inactive. Some of the compounds tested; rates above refer to the full screens.

SMILES	Cav32 inh
CC(=O)NC1=NN(C(C)=O)C(c2sccc2C)S1 (configuration not stated)	-0.37
O=C(CN1CCN(S(=O)(=O)c2ccccc2)CC1)Nc1ccc2c(c1)OCO2	-0.41
CS(=O)(=O)N(CC(=O)Nc1cccc(Cl)c1Cl)c1ccccc1	-0.63
COc1ccc(-n2c(COc3ccc(Cl)cc3)nnc2SCc2ccc(C#N)cc2)cc1	-4.3*
Cc1c(N2C(=O)SC(CC(=O)O)C2=O)c(=O)n(-c2ccccc2)n1C (configuration not stated)	0.15
CCn1c(SCc2nc3cc(OC)c(OC)cc3c(=O)[nH]2)nnc1-c1ccncc1	0.47
C=CCn1c(SCc2cc(C(=O)OC)c(C)o2)nnc1-c1ccncc1	0.33
CCCNC(=O)Cc1ccsc1	0.24
CCNC(=O)n1nccc1C(C)Oc1ccc(Cl)cc1 (configuration not stated)	-1.2
COCCNC(=O)CSc1ccc(C)cc1	0.12
CC1CCCC(C)N1C(=O)CSc1nc(N)c(-c2ccccc2)c(=O)[nH]1 (configuration not stated)	-0.55
Cc1ccc(O)c(N=CC2=C(O)c3ccccc3C2=O)c1	-0.021
O=[N+]([O-])c1c(NCCO)cc(Sc2nc3ccccc3s2)c2nonc12	1.3
CCn1c(=O)cc(OCC(=O)NCCCN2CCN(c3cccc(Cl)c3)CC2)c2ccccc21	0.38
O=C1c2ccccc2C(=O)N1CCC(c1ccccc1)c1ccco1 (configuration not stated)	-0.88
COC(=O)C1(C(F)(F)F)N=C(N(C)C)OC(N(C)C)=N1	-0.31
NC(=O)C1CCN(C(=O)c2ccc(CS(=O)(=O)c3c(Cl)cccc3Cl)o2)CC1	-0.021
O=C(O)C1CCCN(S(=O)(=O)c2cccs2)C1 (configuration not stated)	0.26
COc1ccc(C(=O)COC(=O)c2ccco2)cc1	-0.055
COc1ccc(CCN2C(=O)C3CC(C)=C(C)CC3C2=O)cc1OC (configuration not stated)	1.4
CCC(=O)Nc1cnc(NC(=O)c2cccc(F)c2)cc1C	0.91
C#CCn1c(=NC(=O)c2cccs2)sc2cccc(OCC)c21	-0.75
CCOc1ccc(NC2c3ccccc3C(=O)N2c2ccc(Cl)cn2)cc1 (configuration not stated)	-0.17
O=C(NC1(C(F)(F)F)N=C2SCCN2C1=O)C1CCCCC1 (configuration not stated)	-0.59
CCOc1ccc(N2C(=O)CC(N3CCC(O)(c4ccc(Br)cc4)CC3)C2=O)cc1 (configuration not stated)	-1.4

(next part)
SMILES	Cav32 inh
COc1ccccc1NC(=O)Cn1nnc(-c2ccccc2NC(=O)c2ccco2)n1	0.079
CCOc1cccc(-c2nn3c(-c4cc(C)[nH]n4)nnc3s2)c1	2.1
O=C1c2ccccc2S(=O)(=O)c2cc(C(=O)N3CCC(N4CCCC4)CC3)ccc21	0.21
Cc1[nH]nc2c1C1(CCOC1C)C(C#N)=C(N)O2 (configuration not stated)	-0.018
Cc1c(NC(=O)c2ccc(COc3ccc4ccccc4c3)o2)c(=O)n(-c2ccccc2)n1C	-2.4
CC(C)c1nnc(NC(=O)CCC(=O)NCc2ccc3c(c2)OCO3)s1	-0.68
Cc1cc(C)cc(NC(=O)CN2CCc3ccccc3C2)c1	-3
Cc1ccc(S(=O)(=O)N(CCO)c2cc3c(s2)CCCC3)cc1	-2.6
O=C(NC1=NCCS1)c1cccs1	-0.18
CC(=O)C1=C(O)CCC1=N	0.57
O=C(CN1CCC(NC(=O)c2ccccc2)CC1)NCc1ccccc1F	2.6
COC(=O)Cn1c2ccc(F)cc2c2nc(C)sc21	0.24
COCCN1C(=O)C(O)=C(C(C)=O)C1c1ccc(OC)c(OC)c1 (configuration not stated)	0.87
Cc1cc(C)cc(OCC(=O)Nc2ccc(N3CCCC3)cc2)c1	-1.6
CON(c1nc(N(C)C)nc(N(C)C)n1)S(=O)(=O)c1ccccc1Cl	-1.4
Cc1ccc(C(=O)c2cc([N+](=O)[O-])ccc2N2CCN(C)CC2)cc1	0.3
O=C(CN(Cc1ccco1)C(=O)c1cc(=O)[nH]c2ccccc12)Nc1ccccc1C(F)(F)F	0.93
CC1Cc2ccccc2N1CC(=O)NC(=O)NCc1ccco1 (configuration not stated)	0.14
O=C(C1CC(c2cccc(Br)c2)=NO1)N1CCc2ccccc2C1 (configuration not stated)	-4.4*
CCOc1ccc(OCCCCN(C)C)cc1	0.054
Cc1nn(-c2ccc(F)cc2)c2sc(C(=O)OC3CCOC3=O)cc12 (configuration not stated)	-0.027
COC(=O)c1cc(C(=O)OC)cc(N2C(=O)CC(N3CCN(c4ccccc4)CC3)C2=O)c1 (configuration not stated)	0.91
Cc1ccc(-c2ccc(CCC(=O)O)n2CC(=O)O)cc1	1.5
CCCS(=O)(=O)N1CCCC(C(=O)NCCCN2CCN(c3ccccc3F)CC2)C1 (configuration not stated)	0.57
COC(=O)C1CCN(C(c2cc(OC)c(OC)c(OC)c2)c2sc3nc(C)nn3c2O)CC1 (configuration not stated)	0.29

Continued.
SMILES	Cav32 inh
COc1ccccc1NC(=S)N1CCC(c2nc3cc(C)c(C)cc3[nH]2)CC1	-1.8
COc1ccc(CNC(=O)c2cc3c(=O)n4ccccc4nc3n(CC3CCCO3)c2=N)cc1 (configuration not stated)	-0.48
NC(=O)NCC1CC1	0.95
CCCN1Cc2cccc(C(=O)Nc3ccc(S(=O)(=O)N4CCCCCC4)cc3)c2C1=O	0.4
C/C(=N\Nc1ccc([N+](=O)[O-])cc1)c1cccc(N)c1	0.35
CC(=O)N1N=C(c2cccc([N+](=O)[O-])c2)OC1c1ccc(Cl)cc1Cl (configuration not stated)	-3.1
O=C(Nc1ccccc1)c1cnc(-c2ccccc2)nc1-c1ccccc1	-0.043
C=CCn1c(C)cc(C(=O)CSc2nc3ccccc3c(=O)[nH]2)c1C	0.78
CC(C)OP(=O)(OC(C)C)C(NC(=O)c1cccc([N+](=O)[O-])c1)C(N)=O (configuration not stated)	0.0035
CCOC(=O)c1cc(C(C)=O)n2ccccc12	0.79
COc1ccc(-n2c(SCC(=O)Nc3ccccc3)nnc2-c2ccoc2C)cc1	-1.1
CCOC(=O)c1ccc(NC(=O)c2cc(S(=O)(=O)N3CCOCC3)ccc2O)cc1	-0.19
CCOC(=O)c1c(NC(=O)C(Sc2ccccc2)c2ccccc2)sc(C(N)=O)c1C (configuration not stated)	-0.037
CC(Sc1nncn1C)C(=O)Nc1ccccc1-c1ccccc1 (configuration not stated)	0.63
COc1ccc(CCNc2nc(-c3cccnc3)cs2)cc1OC	-0.53
O=C(NCCN1CCCCCC1)C1CCC(CNS(=O)(=O)c2cccc3cccnc23)CC1 (configuration not stated)	0.19
CC(C)NC(=O)COc1ccc(Cl)cc1Cl	-1.5
Cc1ccc(OCCSc2cc(C)nc(N)n2)cc1	-3.1
Clc1cccc(Cl)c1Cn1cc(Br)cn1	-2.2
O=C(COC(=O)C1CCN(S(=O)(=O)c2cccs2)CC1)c1ccc2c(c1)OCCO2	1
O=C(NC1CC1)C1=C[C@@H](c2ccc(C(F)(F)F)cc2)C[C@@H](OCCCCO)O1	0.31
COc1ccccc1N1CCN(C(=O)CSc2nnc(-c3ccoc3C)o2)CC1	0.28
O=C(c1cnn(-c2nc3ccccc3s2)c1)c1ccccc1O	-0.57
CC(C)=CCc1c(O)cc2oc3c(CC=C(C)C)c(O)c(O)c(CC=C(C)C)c3c(=O)c2c1O	0.37
CCOC(=O)C(C)S(=O)(=O)c1ccc(C(F)(F)F)cn1 (configuration not stated)	1.1

Printed as active in Cav32 inh, among the entries above:
SMILES	Cav32 inh
COc1ccc(-n2c(COc3ccc(Cl)cc3)nnc2SCc2ccc(C#N)cc2)cc1	-4.3*
O=C(C1CC(c2cccc(Br)c2)=NO1)N1CCc2ccccc2C1 (configuration not stated)	-4.4*

A different layout for some results above.
> CC(=O)N1N=C(c2cccc([N+](=O)[O-])c2)OC1c1ccc(Cl)cc1Cl (configuration not stated)
- Cav32 inh: -3.1
> O=C(Nc1ccccc1)c1cnc(-c2ccccc2)nc1-c1ccccc1
- Cav32 inh: -0.043

Carrying on.
SMILES	Cav32 inh
COC(=O)Nc1ccc(S(=O)(=O)N2CCN(C)CC2)cc1	0.21
Cc1cccc2c(=O)c(C(=O)N3CCCCCC3)c[nH]c12	1.3
Cc1cc(Br)ccc1OCCCCNC(C)(C)C	1.4
O=C1c2ccccc2OCOc2ccccc21	0.15
COc1ccccc1-n1c(=O)[nH]c2c(C(N)=O)nc(CC(C)C)nc21	0.51
COc1cc2c(cc1NC(=O)c1ccco1)CCCC2	-0.99
Cc1[nH]c2ccccc2c1/C=N/n1cnnc1	0.68
O=C(COc1ccc2ccccc2c1)Nc1ccc(S(=O)(=O)N2CCCCCC2)cc1	-0.9
O=C(O[C@H]1[C@H](Oc2ccccc2COC(=O)C2(O)C=CCCC2=O)O[C@H](CO)[C@@H](O)[C@@H]1O)c1ccccc1 (some centres not stated)	-4.5*
COC(=O)CN(CCc1ccccc1)S(=O)(=O)c1ccc(OC)c(OC)c1	0.12
O=C(NC1CCS(=O)(=O)C1)c1ccccc1C(=O)c1ccccc1 (configuration not stated)	0.15
O=C1OCC(CO)(CO)N=C1NNc1ccccc1Cl	0.24
COC(=O)c1ccc(NC(=S)Nc2ccc3ccccc3c2)cc1	1.1
O=S(=O)(c1ccc(C2=CSC3=NCCN23)cc1)N1CCOCC1	0.12
CCC(CC)C(=O)c1c[nH]c(C(=O)NCc2ccco2)c1	0.28
N#Cc1nc(-c2cccs2)oc1N1CCN(Cc2ccccc2)CC1	-0.82
c1ccc(Nc2cc(Nc3ccccc3)[nH]n2)cc1	-0.99
COCCCn1c(SCC(=O)n2c(C)c(C)c3ccccc32)nnc1-c1ccoc1C	-1.6
CC(CC(=O)O)CC(=O)Nc1ccccc1C(=O)O (configuration not stated)	-0.32
CCN(CC)c1ccc(/C=N/NC(=S)NCc2ccccc2)cc1	-0.14
CC(=O)O/N=C/c1c(N2CCOCC2)n(C)c2ccccc12	-0.28
COC(=O)c1ccc(N/C(C)=C/C(=O)c2ccc(C)o2)cc1	-0.87
COc1ccc(C2N(C(=O)CN3CCOCC3)CCN2S(=O)(=O)c2ccccc2)cc1 (configuration not stated)	1.6
CCOC(=O)c1c(NC(=O)c2cc(C)oc2C)sc(C(=O)Nc2ccc(Cl)cc2)c1C	-2.8
O=C(/C=C/c1ccccc1Cl)NCc1ccccc1	-0.62

Other compounds follow.
SMILES	Cav32 inh
CC1(c2ccccc2)NC(=O)N(CC(=O)NC(=O)NCc2ccco2)C1=O (configuration not stated)	-0.29
CCc1cc(C(=O)NNC(=S)NC(C)c2ccccc2)cs1 (configuration not stated)	-2.9
CCOC(=O)Cc1csc(NC(=O)c2cc(OC)cc(OC)c2)n1	0.79
COC(=O)Nc1sc2c(c1C(=O)NCc1ccco1)CCC2	1.8
O=C(NC1CCCCC1)C(c1ccc2ncccc2c1)N(Cc1cccs1)C(=O)c1cccs1 (configuration not stated)	-1.6
Cc1ccc(COCCN2CCN(S(=O)(=O)c3ccc(C)cc3)CCC2=O)cc1	-0.24
O=C(CSc1nncn1-c1ccccc1)Nc1ccc(N2CCOCC2)cc1	1
COc1ccc(-c2csc(NC(C)c3nc4cc(Cl)c(Cl)cc4n3CCCO)n2)cc1 (configuration not stated)	-3.2
O=C(NCc1ccccc1)C1=C[C@H](c2coc3ccccc3c2=O)C[C@H](OCc2ccc(CO)cc2)O1	-1.6
COc1ccc2c(c1O)-c1ccccc1CCN(C)C2	0.59
COc1ccc(C(C(=O)NC2CCCCC2)N(Cc2cccs2)C(=O)Cc2c[nH]c3ccccc23)cc1 (configuration not stated)	-6.4*
CC(=O)OCc1c(COC(C)=O)[n+](=O)c2ccccc2n1[O-]	-0.14
CN(CCC#N)C(=O)Cn1nc(Cc2ccncc2)c2ccccc2c1=O	0.78
CCOc1cc(C(=S)N2CCOCC2)ccc1O	0.82
CC(=O)Nc1ccc(C(=O)OCC(=O)c2ccc(C)c([N+](=O)[O-])c2)cc1	0.55
CCOc1cccc(C(=O)Nc2ccc3oc(Cc4ccc(Cl)cc4)nc3c2)c1	-2.4
COc1ccccc1N(CN1C(=O)c2ccccc2C1=O)C(=O)c1cccnc1	1.4
COCCNC(=O)CN(C(=O)Cn1nnc2ccccc21)c1ccc(F)c(Cl)c1	0.96
Cc1ccc(C(=O)O)cc1S(=O)(=O)N1CCOCC1	0.11
OC(COc1ccc2cc(Br)ccc2c1)CN1CCN(c2ccccn2)CC1 (configuration not stated)	0.62
COc1ccccc1NC(=O)Cn1nnc(-c2ccccc2NC(=O)c2cccs2)n1	0.11
O=c1oc2ccccc2n1CSc1nc2ccccc2s1	-4.1*
COC(=O)Cc1c(C)nc2nc(-c3ccc(C)cc3)[nH]n2c1=O	-0.25
CCCCCOC(=O)Nc1ccc(S(=O)(=O)Nn2cnnc2)cc1	0.037
CSCCC1NC2(C(=O)Nc3c2ccc(Cl)c3C)[C@@H]2C(=O)N(C3CCCC3)C(=O)[C@H]12 (some centres not stated)	-1.1
Cc1c(O)ccc(C(=O)COc2ccccc2F)c1O	-3.4

In another format: entries from further up
structure,Cav32 inh
COc1ccc(-c2csc(NC(C)c3nc4cc(Cl)c(Cl)cc4n3CCCO)n2)cc1 (configuration not stated),-3.2
O=C(NCc1ccccc1)C1=C[C@H](c2coc3ccccc3c2=O)C[C@H](OCc2ccc(CO)cc2)O1,-1.6
COc1ccc2c(c1O)-c1ccccc1CCN(C)C2,0.59
COc1ccc(C(C(=O)NC2CCCCC2)N(Cc2cccs2)C(=O)Cc2c[nH]c3ccccc23)cc1 (configuration not stated),-6.4*

Copied from the list:
O=C1OCC(CO)(CO)N=C1NNc1ccccc1Cl in Cav32 inh is entered as 0.24
CC(=O)C1=C(O)CCC1=N in Cav32 inh is entered as 0.57
C#CCn1c(=NC(=O)c2cccs2)sc2cccc(OCC)c21 in Cav32 inh is entered as -0.75
CCC(CC)C(=O)c1c[nH]c(C(=O)NCc2ccco2)c1 in Cav32 inh is entered as 0.28
